High-throughput results (PubChem)
UPR CHOP act – activators of apoptotic CHOP UPR arm, primary screen, cell-based, CHO-CHOP luciferase reporter, luminescence, uHTS. 330,000 compounds, 0.34% hits. AID 449763, 2010. UPR activation; percent of tunicamycin response over DMSO baseline. activation, % at 10 µM;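 active = at 10 µM dose, activation of 40% or more, normalized to positive control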;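 note: 100% = tunicamycin at 10 µg/mL and 0% = DMSO alone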
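Test system: CHO CHOP reporter cells. Input: 500 CHO-CHOP cells per well. Medium: F12 with 10% FBS. Technique: luciferase luminescence. Measure: percent activation relative to tunicamycin control. Dosing: 10 µM compound, 0.5% DMSO. Timing: 16-18 h cell attachment, then 6 h compound exposure, 37 °C.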
XBP1 UPR activ – activators of adaptive XBP1 UPR arm, primary screen, cell-based, CHO-XBP1 luciferase reporter, luminescence, uHTS | activation, % at 20 µM | IRE1-XBP1 UPR activation; percent of tunicamycin response, DMSO as zero | 330,000 compounds, 0.33% hits | AID 463104, 2010;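 active = versus positive control, 20 µM dose yields 30% or more activation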;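 note: 100% = tunicamycin at 10 µg/mL and 0% = DMSO only wells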
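incubation = overnight seeding at 37 °C, 6 h compound treatment at 37 °C | assay system = CHO-XBP1 cells stably carrying IRE1-XBP1-driven luciferase reporter | input = 1000 cells per well | detection = luciferase luminescence | dosing = single point, 20 µM final compound, 1% DMSO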
tim23-1 inh – growth inhibitors of tim23-1 mutant yeast, primary screen, luminescence, uHTS | 330,000 compounds, 1.3% hits | S. cerevisiae tim23-1 growth, BacTiter-Glo luminescence, 24 h | inhibition, % at 20 µM;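 active = growth inhibition of the mutant yeast at or above 50%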;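 note: temperature-sensitive mutant grown at 25 °C; plate controls were DMSO-treated mutant yeast for no effect and medium wells lacking yeast for full effect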
APJ antag – antagonists of human apelin receptor APJ, primary screen, CHO-K1 cells, beta-arrestin complementation, luminescence. P35414. 330,000 compounds, 0.32% hits. inhibition, % at 20 µM;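 active = inhibition above about 40% at 20 µM, limit read from the data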;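 note: cells challenged with 10 nM apelin-13 agonist together with compound; plate controls were apelin-13 plus DMSO wells for no effect and DMSO wells lacking apelin-13 for full effect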
CXCR6 block – CXCR6 receptor inhibitors, primary screen, cell-based, beta-arrestin, luminescence, CHO-K1 PathHunter, 1536-well | inhibition, % at 20 µM | C-X-C chemokine receptor type 6 (Homo sapiens), O00574 | AID 602244, 2012 | 360,000 compounds, 0.36% hits; in the data active = inhibition above about 34%, passing the limit was not always enough;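 note: antagonist mode with CXCL16 agonist at 10 nM final; 0% = 10 nM CXCL16 with DMSO and 100% = unstimulated wells without agonist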
APJ ag – agonists of human apelin receptor APJ, primary screen, CHO-K1 cells, PathHunter beta-arrestin, luminescence. P35414. 0% DMSO wells, 100% apelin. activation, % at 20 µM. 330,000 compounds, 0.11% hits;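 active = activation more than six SD over the plate average, tested at 20 µM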;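 note: 0% = DMSO alone and 100% = apelin-13 at 10 nM; some results filed as inactive read as strong as hits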
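Assay system: CHO-K1 cells stably expressing ProLink-tagged human APJ and arrestin–beta-gal acceptor. Compound dosing: 20 µM single point, 1% DMSO. Times: 16-18 h seeding, 90 min dark compound exposure, 60 min detection. Detection: beta-gal luminescence. Evaluation: APJ–arrestin association signal. Controls: negative DMSO alone, positive Apelin-13 at 10 nM.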
Mdm2 MdmX PPI – inhibitors of human Mdm2-MdmX association, primary screen, cell-based, luminescence, split luciferase, SaOS-2, uHTS; SaOS-2 split-luciferase Mdm2/MdmX complementation; Protein Mdm4 (Homo sapiens) + E3 ubiquitin-protein ligase Mdm2 (Homo sapiens), …; AID 485346, 2010; 330,000 compounds, 3% hits; inhibition, % at 8 µM;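 active = inhibition of at least 50% at 8 µM in the primary screen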
Target sequence (O15151 whole entry, looked up): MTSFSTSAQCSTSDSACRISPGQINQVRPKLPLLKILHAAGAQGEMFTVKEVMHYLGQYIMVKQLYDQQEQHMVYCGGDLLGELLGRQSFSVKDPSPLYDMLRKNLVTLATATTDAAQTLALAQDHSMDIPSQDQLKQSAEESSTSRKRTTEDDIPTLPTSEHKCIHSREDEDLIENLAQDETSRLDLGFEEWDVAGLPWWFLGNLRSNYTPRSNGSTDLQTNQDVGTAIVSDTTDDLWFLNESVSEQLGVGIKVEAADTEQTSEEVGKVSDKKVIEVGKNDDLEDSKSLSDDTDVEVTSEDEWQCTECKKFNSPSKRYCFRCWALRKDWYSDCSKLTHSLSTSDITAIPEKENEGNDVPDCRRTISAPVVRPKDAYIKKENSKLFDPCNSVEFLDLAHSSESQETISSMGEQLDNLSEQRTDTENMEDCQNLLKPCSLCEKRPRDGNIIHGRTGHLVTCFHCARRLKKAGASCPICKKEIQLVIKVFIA
Target sequence (Q00987 whole entry, looked up): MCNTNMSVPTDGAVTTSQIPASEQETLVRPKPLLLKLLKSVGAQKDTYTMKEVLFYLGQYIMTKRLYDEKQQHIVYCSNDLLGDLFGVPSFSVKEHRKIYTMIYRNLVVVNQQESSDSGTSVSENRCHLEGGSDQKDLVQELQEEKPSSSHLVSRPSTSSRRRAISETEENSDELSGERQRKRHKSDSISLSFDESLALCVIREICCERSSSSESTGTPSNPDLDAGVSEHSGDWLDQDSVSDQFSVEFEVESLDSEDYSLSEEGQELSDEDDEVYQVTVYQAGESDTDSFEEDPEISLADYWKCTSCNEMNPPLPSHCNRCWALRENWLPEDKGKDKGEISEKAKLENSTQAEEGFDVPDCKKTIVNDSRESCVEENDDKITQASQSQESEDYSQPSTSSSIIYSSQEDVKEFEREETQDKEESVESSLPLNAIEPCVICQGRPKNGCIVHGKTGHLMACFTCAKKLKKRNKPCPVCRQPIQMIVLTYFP
EBI2 block – EBI2 receptor antagonists, beta-arrestin recruitment, primary screen, cell-based, luminescence, 7a,25-OHC stimulation, uHTS; G-protein coupled receptor 183 (Homo sapiens), P32249; 7a,25-OHC stimulated; inhibition, % at 5 µM; 360,000 compounds, 0.81% hits; AID 651636, 2012; in the data active = inhibition above about 38%;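 note: enzyme fragment complementation signal reports receptor beta-arrestin coupling in cells; 0% = agonist plus DMSO wells and 100% = wells without agonist; some results beyond the cut were filed as inactive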
CCR6 antagonist – CCR6 receptor antagonists, primary screen, cell-based, CHO-K1, luminescence, beta-arrestin, uHTS; CHO-K1 CCR6 PathHunter beta-arrestin, CCL20-stimulated; inhibition, % at 20 µM; 340,000 compounds, 0.49% hits; AID 493098, 2011;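 active = compounds whose inhibition of the agonist-driven luminescence signal at 20 µM reaches about 50%, limit read from the data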;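 note: cells stimulated with CCL20 at 14 nM final; plate controls were DMSO with CCL20 for no effect and DMSO without agonist for full effect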
Active calls of the source: *. Only part of the results is shown; the hit share may differ from the screen's.

For Cc1c(NC(=S)NC(=O)c2cccc3ccccc23)cccc1C(=O)O the results were UPR CHOP act -0.9, XBP1 UPR activ -3, tim23-1 inh 0, APJ antag 21, CXCR6 block 11, APJ ag -9, Mdm2 MdmX PPI 22, EBI2 block -9 and CCR6 antagonist 13.
`Cc1oc(-c2ccccc2F)nc1CS(=O)(=O)CC(=O)N1CCN(Cc2ccccc2)CC1` gave UPR CHOP act -0.8, XBP1 UPR activ -1, tim23-1 inh -4, APJ antag 5, CXCR6 block -5, APJ ag 1, Mdm2 MdmX PPI -10, EBI2 block -5 and CCR6 antagonist 5.
`Fc1ccc(NC(=S)Nc2ccc(Cl)cc2Cl)cc1` gave UPR CHOP act 9.0, XBP1 UPR activ 4, tim23-1 inh 6, APJ antag 57*, APJ ag -2, Mdm2 MdmX PPI 10 and CCR6 antagonist 13.
`COc1cccc(C2=CC(=O)C[C@H](c3ccc(F)cc3)C2)c1OC` gave UPR CHOP act 0.2, XBP1 UPR activ 4, tim23-1 inh 40, APJ antag -11, CXCR6 block 2, APJ ag -1, Mdm2 MdmX PPI 12, EBI2 block 11 and CCR6 antagonist 18.
COC(=O)C1=C(C(=O)OC)[C@@H]2N(C)c3ccccc3[C@@]23C[C@@H](C(=O)OC)N(C(=O)c2cccs2)C3=N1 was read as UPR CHOP act 1.4, XBP1 UPR activ 0, tim23-1 inh 20, APJ antag 8, CXCR6 block -6, APJ ag -2, Mdm2 MdmX PPI 24, EBI2 block -4 and CCR6 antagonist -4.
O=C(CSc1nc2c(c(=O)n1-c1ccc(F)cc1)SCC2)N1CCCC1 was read as UPR CHOP act 1.4, XBP1 UPR activ -2, tim23-1 inh -5, APJ antag 4, CXCR6 block 1, APJ ag -3, Mdm2 MdmX PPI 12, EBI2 block 2 and CCR6 antagonist 13.
Screening COc1ccc(C2=Nn3c(nnc3-c3ccccc3F)SC2)cc1OCC1CC1 returned UPR CHOP act 1.2, XBP1 UPR activ 10, tim23-1 inh 29, APJ antag 3, CXCR6 block -5, APJ ag -4, Mdm2 MdmX PPI 84*, EBI2 block 7 and CCR6 antagonist 5.
`CSc1nc(Oc2ccc(Cl)cc2)c2sccc2n1` gave UPR CHOP act -1.7, XBP1 UPR activ 7, tim23-1 inh 8, APJ antag 2, CXCR6 block 7, APJ ag -3, Mdm2 MdmX PPI 16, EBI2 block 8 and CCR6 antagonist -2.
`COc1ccccc1[C@H]1C(c2cccc(C)c2)=NN(c2ccccc2)[C@@H]1CO` gave UPR CHOP act 1.8, XBP1 UPR activ 0, tim23-1 inh 51*, CXCR6 block 22, Mdm2 MdmX PPI 56*, EBI2 block 12 and CCR6 antagonist 22.
Screening CSc1cccc(NC(=O)CC2Oc3ccccc3NC2=O)c1 (stereo unspecified) returned UPR CHOP act -0.3, XBP1 UPR activ -3, tim23-1 inh 11, APJ antag -3, CXCR6 block -7, APJ ag -4, Mdm2 MdmX PPI -10, EBI2 block -8 and CCR6 antagonist 18.
`Cc1ccccc1NN1C(=O)C=CC1=O` gave UPR CHOP act -1.8, XBP1 UPR activ -4, tim23-1 inh 10, APJ antag 5, CXCR6 block 6, APJ ag -2, Mdm2 MdmX PPI 25, EBI2 block -4 and CCR6 antagonist -18.
`COc1ccc(-c2[nH]nc3c2C(c2ccc(OC(=O)N4CCOCC4)cc2)C(C#N)=C(N)O3)cc1` (stereo unspecified) gave UPR CHOP act -2.1, XBP1 UPR activ -2, tim23-1 inh 1, APJ antag 22, APJ ag -6, Mdm2 MdmX PPI 8 and CCR6 antagonist 14.
For Brc1cc2c(cc1C1Nc3ccccc3C3C=CCC31)OCO2 (stereo unspecified) the results were UPR CHOP act -0.5, XBP1 UPR activ -2, tim23-1 inh 20, APJ antag 13, CXCR6 block 7, APJ ag -4, Mdm2 MdmX PPI 26, EBI2 block 17 and CCR6 antagonist 6.
`CC1(C)Cc2noc(N)c2C(C)(C)N1O` gave UPR CHOP act 0.3, XBP1 UPR activ -2, tim23-1 inh -7, APJ antag -21, CXCR6 block 2, APJ ag 3, Mdm2 MdmX PPI -19, EBI2 block -13 and CCR6 antagonist 12.
`Cc1ccc(OCCOC(=O)c2nc3nccc(C)n3n2)cc1` gave UPR CHOP act 0.7, XBP1 UPR activ -5, tim23-1 inh 8, APJ antag -6, CXCR6 block 4, APJ ag 0, Mdm2 MdmX PPI 23, EBI2 block -5 and CCR6 antagonist 17.
Screening COc1ccc(Cc2nc(-c3cccs3)no2)cc1OC returned UPR CHOP act 1.9, XBP1 UPR activ 4, tim23-1 inh 8, APJ antag 13, CXCR6 block -3, APJ ag -2, Mdm2 MdmX PPI -22, EBI2 block 1 and CCR6 antagonist 0.
Screening CCOc1ccccc1OCCC(=O)OCC(=O)c1ccc[nH]1 returned UPR CHOP act 1.8, XBP1 UPR activ -6, tim23-1 inh 12, APJ antag 12, CXCR6 block 8, APJ ag -4, Mdm2 MdmX PPI -2, EBI2 block 1 and CCR6 antagonist 0.
`CCCCn1c(N)c(N(CCOC)C(=O)COc2ccc(C(C)=O)cc2)c(=O)[nH]c1=O` gave UPR CHOP act -2.1, XBP1 UPR activ 3, tim23-1 inh -3, APJ antag 2, CXCR6 block 0, APJ ag -4, Mdm2 MdmX PPI -5, EBI2 block -1 and CCR6 antagonist 2.
CN1C(=O)C(C)(C)c2cc(S(=O)(=O)N3CCCC(C(=O)NCc4ccccc4Cl)C3)ccc21 (stereo unspecified) was read as UPR CHOP act 0.6, XBP1 UPR activ 3, tim23-1 inh 11, APJ antag 1, CXCR6 block -7, APJ ag 3, Mdm2 MdmX PPI 23, EBI2 block 5 and CCR6 antagonist 17.
Screening O=C(O)/C=C/C(=O)Nc1ccc(SC(F)(F)C(F)(F)C(F)(F)F)cc1 returned UPR CHOP act -0.2, XBP1 UPR activ -1, tim23-1 inh 14, APJ antag 14, CXCR6 block 7, APJ ag -2, Mdm2 MdmX PPI 18, EBI2 block 1 and CCR6 antagonist -7.
For O=C(CCCc1nc2ccccc2s1)N1CCN(c2ccccc2)CC1 the results were UPR CHOP act 3.4, XBP1 UPR activ 1, tim23-1 inh 32, APJ antag 7, CXCR6 block 10, APJ ag 1, Mdm2 MdmX PPI -21, EBI2 block 3 and CCR6 antagonist 6.
Cc1cccc(NC(=O)COC(=O)[C@@H]2CCCN2C(=O)c2cccs2)c1 was read as UPR CHOP act 0.7, XBP1 UPR activ -2, tim23-1 inh 21, APJ antag 5, CXCR6 block 6, APJ ag -7, Mdm2 MdmX PPI -1, EBI2 block 9 and CCR6 antagonist -1.
CCCNC(=O)Cn1cnc2sc(C(=O)Nc3ccc4c(c3)OCO4)c(C)c2c1=O was read as UPR CHOP act 1.9, XBP1 UPR activ 4, tim23-1 inh -5, APJ antag 7, CXCR6 block 6, APJ ag -5, Mdm2 MdmX PPI 13, EBI2 block -11 and CCR6 antagonist 0.
Screening Cc1ccccc1C1CC(=O)Oc2cc(O)ccc21 (stereo unspecified) returned UPR CHOP act 0.8, XBP1 UPR activ -2, tim23-1 inh 23, CXCR6 block 0, Mdm2 MdmX PPI -3, EBI2 block -8 and CCR6 antagonist 12.
`O=S(=O)(Cc1ccccc1)Oc1ccccc1` gave UPR CHOP act 0.3, XBP1 UPR activ 4, tim23-1 inh -2, APJ antag -5, CXCR6 block -4, APJ ag -2, Mdm2 MdmX PPI 8, EBI2 block -1 and CCR6 antagonist 18.
Screening CNc1nc(C)nc(N/N=C/c2ccccc2)n1 returned UPR CHOP act 4.2, XBP1 UPR activ 6, tim23-1 inh 7, APJ antag 0, CXCR6 block -6, APJ ag -2, Mdm2 MdmX PPI -16, EBI2 block -7 and CCR6 antagonist -4.
`COC(=O)[C@@]12CCCN1[C@H](c1ccc(-c3cccc(Cl)c3)cc1)[C@H]1C(=O)N(C)C(=O)[C@H]12` gave UPR CHOP act -2.2, XBP1 UPR activ 1, tim23-1 inh -14, APJ antag 8, CXCR6 block 7, APJ ag -4, Mdm2 MdmX PPI 21, EBI2 block 15 and CCR6 antagonist 11.
For [C-]#[N+][C@H](O[C@@H]1O[C@H](CO)[C@@H](O)[C@H](O)[C@H]1O)c1ccccc1 the results were UPR CHOP act -1.6, XBP1 UPR activ -2, tim23-1 inh 1, APJ antag 7, CXCR6 block 3, APJ ag -6, Mdm2 MdmX PPI -10, EBI2 block -4 and CCR6 antagonist 13.
CCCn1c(SCC(=O)NC2CCCC2)nnc1-c1cccnc1 was read as UPR CHOP act 1.5, XBP1 UPR activ 1, tim23-1 inh 2, APJ antag 15, CXCR6 block -8, APJ ag 0, Mdm2 MdmX PPI 1, EBI2 block -6 and CCR6 antagonist 1.
Screening CCN(C[C@H]1N[C@@](CC)(C(=O)OC)[C@H]2C(=O)N(Cc3ccccc3)C(=O)[C@@H]12)S(=O)(=O)c1ccc(C(C)(C)C)cc1 returned UPR CHOP act 3.1, XBP1 UPR activ -1, tim23-1 inh 15, APJ antag 13, CXCR6 block 0, APJ ag -3, Mdm2 MdmX PPI 69*, EBI2 block 5 and CCR6 antagonist 5.
`O=C(NCc1ccc2c(c1)OCO2)C12CC3CC(CC(C3)C1)C2` gave UPR CHOP act -0.3, XBP1 UPR activ 1, tim23-1 inh 19, APJ antag 13, CXCR6 block 4, APJ ag -1, Mdm2 MdmX PPI -3, EBI2 block 0 and CCR6 antagonist 11.
`O=C(NCC(=O)N1CCCC(C(F)(F)F)C1)c1ccccc1Br` (stereo unspecified) gave UPR CHOP act -0.2, XBP1 UPR activ 2, tim23-1 inh -8, APJ antag -17, CXCR6 block -2, APJ ag -1, Mdm2 MdmX PPI 0, EBI2 block -3 and CCR6 antagonist 4.
CCCc1c(C)c2ccccc2[nH]c1=O was read as UPR CHOP act -0.5, XBP1 UPR activ 3, tim23-1 inh 23, APJ antag 4, CXCR6 block 1, APJ ag -1, Mdm2 MdmX PPI -7, EBI2 block 0 and CCR6 antagonist -17.

Taken from the entries so far, 2 compounds:
`O=C(NCC(=O)N1CCCC(C(F)(F)F)C1)c1ccccc1Br` (stereo unspecified) gave UPR CHOP act -0.2, XBP1 UPR activ 2, tim23-1 inh -8, APJ antag -17, CXCR6 block -2, APJ ag -1, Mdm2 MdmX PPI 0, EBI2 block -3 and CCR6 antagonist 4.
CCCc1c(C)c2ccccc2[nH]c1=O was read as UPR CHOP act -0.5, XBP1 UPR activ 3, tim23-1 inh 23, APJ antag 4, CXCR6 block 1, APJ ag -1, Mdm2 MdmX PPI -7, EBI2 block 0 and CCR6 antagonist -17.
